# GalR3 antag: blocks the human galanin receptor 3 | HEK293 GalR3-CNG cAMP membrane potential fluorescence; galR3 body fused to GalR1 C-terminus | inhibition, % at 3 µM | actives 0.44% (n = 360,000) | AID 651719;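 active = inhibition above the screen-wide average plus 3 SD, cut at about 13% in these data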;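 note: forskolin and galanin both at EC90 stimulate the cells; cAMP rise reported by CNG channel membrane potential dye signal; 0% = forskolin plus galanin with DMSO and 100% = forskolin alone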
# Target sequence (O60755 1-299 limits assumed): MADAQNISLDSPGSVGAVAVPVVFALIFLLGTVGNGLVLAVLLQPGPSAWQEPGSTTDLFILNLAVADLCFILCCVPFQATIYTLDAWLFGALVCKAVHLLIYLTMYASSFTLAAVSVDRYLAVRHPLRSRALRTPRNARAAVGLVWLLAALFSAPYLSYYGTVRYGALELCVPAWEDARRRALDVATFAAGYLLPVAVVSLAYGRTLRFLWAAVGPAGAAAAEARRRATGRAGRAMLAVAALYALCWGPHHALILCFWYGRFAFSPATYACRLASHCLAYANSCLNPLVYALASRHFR
# * hit, by the source's call. Not all compounds are listed; count on the stated rates, not on these rows.
SMILES,GalR3 antag
CCc1ccccc1NC(=O)CN1CCN(CC(=O)Nc2ccc3c(c2)OC2(CCCCC2)O3)CC1,-2
CNc1cc(-c2cc(OC)ccc2OC)ncn1,2
O=C1c2ccccc2S(=O)(=O)N1CCCN1C(=O)c2ccccc2S1(=O)=O,-5
COc1ccc(C=C2CCc3ccccc3C2=O)cc1,-4
CCOc1cc(/C=C/C(=O)OCC(=O)N(CC)C2CCS(=O)(=O)C2)cc(Cl)c1OC (stereo unspecified),-8
CCCn1c(SCC(=O)Nc2ccc3c(c2)OCCO3)n[nH]c1=O,-1
COCCNC(=O)c1ccc(-c2ccc(OC)cc2C)c2ccoc12,-7
CC1CCCN(CC(O)CN2CCN(CC(O)CN3CCCC(C)C3)C(C)C2)C1 (stereo unspecified),-5
O=C(Nc1ccc2oc(=O)c(C(=O)O)cc2c1)Oc1ccccc1,1
Cc1ccc(S(=O)(=O)N2C[C@@H]3[C@H]4CC[C@H](C4)[C@@H]3[C@@H](C)[C@@H]2c2ccco2)cc1,-1
Cc1ccccc1-c1cnc(C(O)c2ccc(C(C)(C)C)cc2)[nH]1 (stereo unspecified),-7
COC(=O)[C@]1(Sc2ccc(C)cc2)CC(=O)N[C@@H]1c1ccco1,0
COc1ccc(C(O)c2nc(-c3ccc4c(c3)OCO4)cs2)cc1 (stereo unspecified),0
CCOc1cccc(C=NNC(=O)C(=O)Nc2cccc(C(F)(F)F)c2)c1O,-6
CNc1cncc(-c2c(OC)cccc2OC)n1,-2
COC(=O)N(C)C[C@H]1OCc2cnnn2CCCC(=O)N([C@H](C)CO)C[C@@H]1C,-4
CCC1(CC(C)C)SC(N)=NC1=O (stereo unspecified),-3
CN(C)C(CNC(=O)C1CC(=O)N(c2cccc(C(F)(F)F)c2)C1)c1ccccc1 (stereo unspecified),-7
O=C(Nc1ccc([N+](=O)[O-])cc1)C(c1ccccc1)c1ccccc1,-7
COC1=Nc2ccccc2N2CCN=C12,-6
O=C1C=CC(=O)N1Cc1ccncc1,-1
O=C(NCCO)c1cccc(-c2cnc3cccnn23)c1,-7
CC(O)(c1cccc(F)c1)c1nc(-c2ccc(Cl)cc2)cs1 (stereo unspecified),-2
O=C1N2CCCCC1(Sc1ccccc1)CCC2 (stereo unspecified),-1
CCc1nnc(NC(=O)C2CCN(C(=O)c3ccccc3C)CC2)s1,-3
Cc1ccc(CN2C(=O)CCC2(C)c2nnnn2-c2ccc3c(c2)OCCO3)cc1 (stereo unspecified),-9
Nc1nc2c(ncn2[C@@H]2O[C@H](C(=O)N[C@H](Cc3ccccc3)C(=O)NCC3CCCCC3)[C@@H](O)[C@H]2O)c(=O)[nH]1,-7
Cc1cccc(C)c1NC(=O)C(c1ccccc1)N1CCC(c2ccccc2)CC1 (stereo unspecified),-3
CC(=O)Nc1ccc(NC(=O)c2ccc(-c3c(C)noc3C)c3ccoc23)cc1,-5
COCCCN1C(=O)C(CC(=O)NCCCCc2ccccc2)CC(C(=O)N(C(C)C)C(C)C)=C1C (stereo unspecified),-5
CC(C)C[C@H](NC(=O)C1CCCC1)C(=O)N1CCC[C@H]1C(=O)NCc1ccccc1,-7
O=C1NC[C@@H](CCCCN2C[C@H](Cc3ccccc3)N(CCc3ccc(O)cc3)C(=O)C2=O)N(CC2CCCCC2)C1=O,-7
CC1(C(=O)O)CCCN(C(=O)C2(c3ccc(Cl)cc3)CCCC2)C1 (stereo unspecified),-1
Cc1cc(C)c2c(=O)[nH][nH]c2n1,-3
CC1C(=O)C(C)C(c2cc(Br)ccc2O)NC1c1cc(Br)ccc1O (stereo unspecified),-2
CC(=O)Nc1ccc(S(=O)(=O)NCCC(=O)OCC(=O)c2cccc(Br)c2)cc1,-2
CC1(C(=O)Nc2ccc3c(c2)OCCO3)CCC(=O)N1CCOc1ccccc1 (stereo unspecified),-8
Cc1ccc([C@H]2N[C@]3(CCCN(Cc4ccc(Cl)cc4)C3=O)[C@H]3C(=O)N(C)C(=O)[C@@H]23)cc1,-4
O=C(Nc1ccccn1)c1ccccc1,-4
COc1ccccc1-c1cnc(C(O)c2ccc(Cl)cc2)[nH]1 (stereo unspecified),-7
Cc1ccc(S(=O)(=O)N2C[C@@H](C)[C@]3(C2)[C@H](O)[C@H](OC(=O)NC2CC2)C[C@H]2C(=O)N(c4ccccc4)C(=O)[C@H]23)cc1,-6
Cc1ccc(NC(=O)CN(C)C(=O)c2cc(-c3ccccc3)nn2-c2ccccc2)cc1,-4
CN(C(=O)c1ccc(NC(=O)Cc2ccc(NC(=O)C3CCCN(C(=O)C4CCCCC4)C3)cc2)cc1)C1CCCC1 (stereo unspecified),-8
CCOC(=O)C1C(C(C)=O)=C(c2ccccc2)c2ccccc2N1S(=O)(=O)C(F)(F)F (stereo unspecified),-7
CC1(C(=O)NCc2cccc(C(F)(F)F)c2)CCN1Cc1ccc2ccccc2c1 (stereo unspecified),-9
CC(C)C[C@H]1CNC(=S)N1CC1CCCN1C[C@H](CC(C)C)N1C[C@H](Cc2ccc(O)cc2)N(CC2CCCCCC2)C1=S (stereo partly specified),-4
CNc1ccc(-c2cc(OC)ccc2OC)cn1,-4
O=C1[C@H](Cc2ccccc2)NCC=CC[C@H](c2ccc(Cl)cc2)N1Cc1ccccc1,-8
CCCN(C)C[C@H]1OCc2cnnn2CCCC(=O)N([C@H](C)CO)C[C@@H]1C,-4
CCC(c1nnnn1-c1ccc2c(c1)OCCO2)N1CCN(CC)CC1 (stereo unspecified),4

# The list goes on.
SMILES,GalR3 antag
CCCCN1C(=O)C(CC(=O)NCC2CCCCC2)CC(C(=O)N2CCOCC2)=C1C (stereo unspecified),-4
C[C@@H]1CN([C@H](C)CO)C(=O)c2cc(Br)cnc2O[C@@H]1CN(C)C(=O)c1cccc(F)c1,-5
CCCCN(C(C)=O)c1c(CC)nc2ccc(C(=O)Nc3cccc(OCC(=O)N(C)C)c3)cn12,-1
Cc1ccc(C(=O)N(Cc2ccco2)c2c(N)n(Cc3ccccc3)c(=O)[nH]c2=O)cc1,-8
Cc1cccc(NC(=O)c2nc[nH]c2C(=O)N[C@H](C)CO)c1,-8
Cc1cc(C)c2c(=O)n3c(nc2c1)C(CC(C)C)NC(=O)c1cc2ccccc2cc1-3 (stereo unspecified),-2
NC(=O)C1(Nc2ccc(-c3ccc(Cl)cc3)cc2)CCCC1,8
O=C(NN1CCCCCC1)c1ccccc1F,-8
O=C(Cc1cccc2c(=O)cc(-c3ccccc3)oc12)OCCN1CCOCC1,-8
CC(=O)Nc1ccc(S(=O)(=O)NCCC(=O)NC2CCCCCC2)cc1,-1
Cc1ccccc1NC(=O)Cc1nc(COC(=O)c2ccc([N+](=O)[O-])cc2)cs1,-4
CC(=O)c1ccc(-c2cccc(-c3cc(=O)oc4ccc(C(C)(C)C)cc34)c2)cc1,1
CC(C)Nc1nc(NCCOc2ccccc2Cl)c2sc(-c3ccccc3)cc2n1,-8
O=[N+]([O-])c1ccc(O)c(CNCc2ccccc2)c1,-1
COc1ccc(NC2=Nc3ccccc3N[C@@]23C[C@H]2CCCC(=O)N4CC[C@@H](C3)[C@@H]24)cc1,-6
C(#CSCc1ccccc1)SCc1ccccc1,-4
CCN1C(=O)[C@@H]2[C@@H]3CN(S(=O)(=O)c4ccc(C)cc4)[C@@H](c4ccccc4F)[C@@H]3C(=O)C[C@@H]2C1=O,-1
COc1cccc(-c2nc3nc(C)cc(C)n3c2Nc2ccc3c(c2)OCCO3)c1,-5
CCOC1=C2[C@H](c3ccccc3)N(S(=O)(=O)c3ccccc3)C[C@H]2n2c(=O)n(-c3ccccc3)c(=O)n2C1,-1
COc1ccc(NC(=O)C[C@@H]2C(=O)N(Cc3ccccc3)CC2(C)C)cc1,-6
CC(=O)Nc1cc(C)ns1,-4
O=[N+]([O-])c1ccc(Cl)c(S(=O)(=O)NC2=NCCC2)c1,-2
CCCc1nc(SCC(=O)c2ccc3c(c2)NC(=O)CO3)[nH]c(=O)c1CC,-3
O=C(Nc1ccccc1)C1Cc2c(-c3ccccc3Oc3ccccc3)ccnc2O1 (stereo unspecified),-5
CN1C=CC(C(C(N)=O)c2ccccc2)c2ccccc21 (stereo unspecified),5
CCCCN1CC(N2CCN(C(=O)c3ccco3)CC2)CS1(=O)=O (stereo unspecified),-6
CN(Cc1ccccc1)C(=O)Cn1nnc(-c2ccccc2)c1COc1ccc2ccccc2c1,-4
CCC1NC(=O)c2cc3ccccc3cc2-n2c1nc1ccc(F)cc1c2=O (stereo unspecified),-4
O=C(Nc1ccc(F)c(Cl)c1)c1cc(C2CCCCN2C(=O)CCc2ccccc2)on1 (stereo unspecified),-7
CCCNC(=O)C1(C)CCN(C(=O)c2cc(C)n(C(C)(C)C)n2)C1 (stereo unspecified),-4
COc1ccccc1NC(=O)N(O)C1(C#N)CCCCC1,-5
CN(Cc1ccncc1)C(=O)[C@@H]1CCCN1C(=O)[C@@H]1CCCN1,-6
CC(C)CNc1ncnc2c1ncn2[C@H]1CN(Cc2cccc3ccccc23)C[C@@H](CO)O1,-7
CC(C)[C@H](NC(=O)c1ccco1)C(=O)Nc1ccc(N2CCCCCC2)cc1,-6
CC1CC(=Cc2ccc([N+](=O)[O-])cc2)C(=O)O1 (stereo unspecified),-5
Cc1ccc(S(=O)(=O)NCc2ccc3c(c2)OCO3)cc1,-5
CC1CCCCC12NC(=O)N(CC(=O)Nc1ccccc1F)C2=O (stereo unspecified),0
CCCCSCc1nc2nc(Cl)c(Cl)nc2[nH]1,-1
CCc1nc2c(OCc3ccc(OC(F)F)cc3)cccn2c1N(C)C(=O)c1ccco1,-3
COc1ccc(C(=O)N2C=Cc3ccccc3C2C(N)=O)cc1 (stereo unspecified),0
Clc1cccc(Cc2c(-c3ccco3)nc3ccc(Br)cn23)c1,8
CC(=O)N1CCN(C(C(=O)Nc2c(C)cccc2C)c2cccc(F)c2)CC1 (stereo unspecified),-7
C[C@@H]1Cn2cnc(C(=O)N(C)Cc3ccccc3)c2C(=O)N1,-4
Cn1c(=O)c2[nH]c(C=Cc3ccc4c(c3)OCO4)nc2n(C)c1=O,0
COc1cccc(CNC(=O)c2cc3c(c(-c4cccc(-c5cccc(C#N)c5)c4)n2)[C@H](CCO)N(S(=O)C(C)(C)C)C3)c1 (stereo partly specified),-5
COc1ccc(-c2ccc(-c3cc(=O)oc4cc(OC)c(OC)c(OC)c34)cc2)cc1,-4
CCCCCC(=O)N1C[C@@H](O)[C@H](n2cc(COC(=O)c3ccccc3)nn2)C[C@@H]1c1ccc(OC)cc1,-8
CSCc1cc(C(=O)NC2CC2)c(N)s1,-7
Cc1ccc(S(=O)(=O)N2CCOCC2)cc1NC(=O)COC(=O)C1CCC1,-7
O=C(C(=O)c1cc(Br)ccc1O)c1cc(Br)ccc1O,87*

# (more compounds)
SMILES,GalR3 antag
O=C(O)C1CC2C3CC(C(=O)O)C(C3)C2C1 (stereo unspecified),-5
COC(=O)c1ccc(CN2C(=O)[C@]3(OCCC=C[C@H]3C)c3ccccc32)cc1,-6
CC1(Oc2ccccc2)CCN(Cc2csc3ccccc23)C1 (stereo unspecified),-7
Cc1ccc(CNC(=O)[C@H]2O[C@@H](n3cnc4c(N)ncnc43)[C@H](O)[C@@H]2O)o1,81*
CC(=O)N1Cc2cc(C(=O)NCC(F)(F)F)nc(-c3cccc(-c4cccnc4)c3)c2[C@H]1CCO,-3
CNc1cc(-c2ccc(CC#N)cc2)ncn1,1
Oc1ccccc1-c1n[nH]c(-c2ccccc2O)n1,-7
Cc1cccc(NC(=O)COC(=O)c2ccc(S(=O)(=O)N3CCCC3)cc2)c1,3
CN(C)C(CNC(=O)c1cccc(S(=O)(=O)N2CCN(c3ccccc3)CC2)c1)c1ccccc1 (stereo unspecified),-9
CSc1ccc(Cl)c(C(=O)OCC(=O)N2CCN(c3ccccc3)CC2)c1,-5
CCS(=O)(=O)N1Cc2cc(C(=O)N(C)C)nc(-c3cccc(-c4ccc(F)cc4)c3)c2[C@@H]1CCO,-2
COc1ccccc1CNC(=O)C[C@@H]1CC[C@H]2[C@@H](COC[C@H](O)CN2Cc2ccccc2)O1,-5
Cc1cc(N2CCN(CC(C)(C)O)C[C@@H]2C)ccc1N1CCN(Cc2ccccc2)[C@H](C)C1,-5
Nc1ccn([C@@H]2O[C@H](CNC(=O)[C@H]3CCC(=O)N3)[C@@H](O)[C@H]2O)c(=O)n1,-6
CCCCCCN1C[C@@H](O)[C@H](n2cc(-c3ccc(F)cc3)nn2)C[C@@H]1c1ccccc1,-6

# Screening data: PubChem, The Scripps Research Institute Molecular Screening Center
